3T3 cytotox: NIH 3T3 cell cytotoxicity; NIH 3T3 viability, CellTiter-Glo ATP luminescence, 48-72 h; Potency, µM (doses to about 96.7 µM), for the others: at the top dose activity change, negative = cytotoxicity, hits mostly inhibitors; 94,000 tested, 4.3% active; AID 1345082; further: potency means the concentration at half of the fitted maximal effect; nearly all actives have a fitted effect of over 55% in size
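Cytotoxicity was measured by CellTiter-Glo ATP luminescence after 48 or 72 h compound exposure at 37 °C. Mouse NIH 3T3 fibroblasts were seeded at 400 cells/well and dosed by 23 nL pin transfer.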
IP6K1 inh: inhibitors of human IP6K1 | activity change, % (series mostly up to about 58 µM) | IP6K1 kinase, ADP-Glo luminescence, 2 h; hits give low values | 140,000 tested, 0.81% active; in the data active means activity change below about -25%
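ADP-Glo luminescence measures ADP made by human IP6K1 during a 2 h RT reaction with ATP/IP6 (mix at 1.3 mM/130 uM); top library doses 57.5 and 19.1 uM final.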
FLuc inh: Photinus pyralis luciferase inhibition | P08659 | purified P. pyralis luciferase, luminescence, biochemical | 76,000 tested, 2.5% active | Potency, µM (doses to about 115 µM), without a hit: at the top dose activity change, negative = inhibition, actives largely listed as inhibitors; further: potency means the concentration at half of the fitted maximal effect; nearly all actives have a fitted effect of over 65% in size
Target sequence (P08659 whole entry, looked up): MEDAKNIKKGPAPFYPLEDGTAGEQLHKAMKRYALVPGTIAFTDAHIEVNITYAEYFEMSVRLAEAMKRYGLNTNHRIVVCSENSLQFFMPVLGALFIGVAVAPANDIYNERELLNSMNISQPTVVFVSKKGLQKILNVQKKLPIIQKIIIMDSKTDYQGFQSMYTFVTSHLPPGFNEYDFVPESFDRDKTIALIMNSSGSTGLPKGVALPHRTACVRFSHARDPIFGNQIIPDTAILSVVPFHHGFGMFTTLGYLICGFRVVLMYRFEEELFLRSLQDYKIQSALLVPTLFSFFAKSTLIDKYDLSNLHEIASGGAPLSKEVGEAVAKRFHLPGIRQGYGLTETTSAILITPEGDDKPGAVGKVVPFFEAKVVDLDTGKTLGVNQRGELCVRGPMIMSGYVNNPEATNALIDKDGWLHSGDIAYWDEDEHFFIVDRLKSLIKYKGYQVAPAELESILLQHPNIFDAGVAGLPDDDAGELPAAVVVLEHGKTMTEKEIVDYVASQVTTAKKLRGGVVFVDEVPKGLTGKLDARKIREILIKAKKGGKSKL
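Purified 10nM P. pyralis luciferase with 10uM D-luciferin and 10uM ATP in 50mM Tris acetate pH 7.5, 10mM Mg acetate, 0.01% Tween-20, 0.05% BSA. qHTS titration; luminescence read by CCD imager.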
SNCA expr inhib: reduces expression of the alpha-synuclein gene; Potency, µM (series often up to 57.2 µM), for the others: at the top dose activity change, negative = inhibition, hits mostly inhibitors; HEK-293 SNCA-luciferase knock-in, luminescence, 24 h; 140,000 tested, 0.17% active; AID 1671194;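 further: potency means the concentration at half of the fitted maximal effect; plate controls were DMSO cells for no effect and cell-free wells for full effect; nearly all actives have a fitted effect of over 45% in size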
HEK293 tox: cytotoxic compounds in HEK 293 cells. HEK 293 viability, ATP luminescence (CellTiter-Glo), 48-72 h. 94,000 tested, 6.6% active. Potency, µM (top dose mostly 115 µM), for inactives: at the top dose activity change, negative = cytotoxicity, hits mostly inhibitors; further: potency means the concentration at half of the fitted maximal effect; nearly all actives have a fitted effect of over 60% in size
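Luminescence from cellular ATP, measured with CellTiter-Glo, indicates HEK 293 viability. Cells plated at 250 cells/well are treated with compound for 48 or 72 hr at 37 degree Celsius before reagent addition.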
HEK293 viab: cell viability loss counter-screen; 150,000 tested, 0.12% active; Potency, µM (series often up to 57.1 µM), for inactives: at the top dose activity change, negative = cytotoxicity, most hits filed as cytotoxic; HEK-293-SNCA-luc viability, GF-AFC fluorescence, 24 h;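 further: potency means the concentration at half of the fitted maximal effect; 0% = DMSO-treated cells and -100% = medium-only wells without cells; nearly all actives have a fitted effect of over 30% in size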
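Cytotoxicity counterscreen: after 24 h compound treatment of genome-edited SNCA-luciferase HEK-293 cells, live-cell protease substrate GF-AFC read by fluorescence after 30 min; activity scaled between DMSO (0%) and medium-only (-100%), curves Hill-fitted.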
GPT2 inh: GPT2 alanine aminotransferase inhibition; 100,000 tested, 0.25% active; AID 1671188; Recombinant GPT2, coupled pyruvate oxidase/HRP Amplex Red fluorescence; Potency, µM (titrated, usually from 57.7 µM), without a hit: top-dose activity change, negative = inhibition, actives largely listed as inhibitors; further: potency means the concentration at half of the fitted maximal effect; nearly all actives have a fitted effect of over 60% in size; many of its hits are not listed in these tables
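Fluorescence read-out: pyruvate from GPT2 turnover coupled to pyruvate oxidase, HRP and Amplex Red (0.2mM ThPP, 0.2U/mL PO and HRP, 50uM Amplex final). Substrates 250uM a-KG, 2mM L-alanine; enzyme 10ng/uL; 30 min RT.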
* hit, by the source's call; i = inactive; ? = inconclusive; / = no result given; [ ] = dose if it differs, or a comment. Unless noted, the call rests on the fitted dose curve; in most records, active means well fitted curve in the direction sought with a large enough effect; inconclusive means small, poorly fitted or top-dose-only effect, or another doubt; inactive means no such curve, though single readings can be large; an effect the other way counts as inactive or inconclusive. Unless noted, on the % scale 0 is the no-effect control and ±100 the full control effect. These rows are one share of the data; count on the stated rates, not on these rows.

SMILES	3T3 cytotox	IP6K1 inh	FLuc inh	SNCA expr inhib	HEK293 tox	HEK293 viab	GPT2 inh
CC(C)NC(=O)C1COC2(CCN(C(=O)c3ccccc3Cl)CC2)N1C(=O)c1ccccc1 (configuration not stated)	-17%	12	-7%	-3%	?	-4%	i
Cc1cccn2c(=O)c(/C=C(\C#N)c3nc4ccccc4s3)c(Oc3ccc(F)cc3)nc12	/	14	/	13%	/	27%	/
CC1(CNC(=O)C2COc3ccccc3O2)CCOCC1 (configuration not stated)	i	4	2%	3%	-4%	2%	i
CCOc1cc(C(=O)Nc2ccc(-c3nc4cc(C)ccc4o3)cc2)cc(OCC)c1OCC	/	-6	/	30%[activator]	/	4%	/
N#Cc1ccc(CN2CC(CNC(=O)c3ccccc3)C3(C2)CN(c2ccccc2)C3)cc1 (configuration not stated)	?	-2	-3%[172 µM]	?	?	?	-1%[88.5 µM]
O=C1CC(=O)Nc2cc(S(=O)(=O)Nc3ccc(F)cc3Cl)ccc2N1	/	20	/	27%	/	3%	/
CCOc1ccccc1NC(=O)C(C)Sc1cc(-c2ccccc2)nc(C)n1 (configuration not stated)	/	8	/	-11%	/	-7%	/
CC(C)OC(=O)c1c(NC(=O)C2c3ccccc3Oc3ccccc32)sc2c1CCCC2	/	-6	/	19%	/	1%	/
CN(C(=O)CSc1cn(CC(=O)N2CCCC2)c2ccccc12)c1ccccc1	/	30	/	12%	/	-11%	/
O=C(Cn1ncc2c(=O)oc3ccccc3c21)NCc1ccc(Cl)cc1	/	11	/	19%	/	3%	/
COc1ccccc1CN(Cc1ccco1)c1cnc(S(C)(=O)=O)nc1C(=O)Nc1ccccc1Cl	/	-15	/	-12%	/	3%	/
O=C(O)CCn1ncc2cc(OCC3CCN(c4ncccn4)CC3)ccc21	50µM*	-5	63µM*	2%[87.6 µM]	-11%[172 µM]	3%[87.6 µM]	-13%[88.5 µM]
Cc1ccc(NC(=O)CSc2nc3ccc(NC(=O)c4cccs4)cc3s2)c(C)c1	/	-15	/	1%	/	17%	/
COc1ccc(-c2nc(C3CC3)nc3c2CN(C(=O)c2ccc4c(c2)OCO4)CC3)cc1	?	-4	/	24%	-27%	-18%	-30%
O=C1NC2(CCCN(Cc3ccccc3)C2)Oc2ccccc21 (configuration not stated)	?	28	-1%[172 µM]	-8%[87.6 µM]	?	6%[87.6 µM]	i
Cc1ccc(-n2nc(C)c([C@H]3C=C[C@@H](OC(=O)Nc4cccc(C(F)(F)F)c4)C3)c2C)cc1Cl	?	12	11µM*	50%[activator]	32µM*	-12%	-9%
CCCc1cc(NCc2cn3c(n2)SCC3)n2nccc2n1	-24%	15	-12%	2%	-5%	-3%	3%
CN1C(=O)C(CC(=O)N2CCOCC2)=C2CCCCC21 (configuration not stated)	-18%	9	-2%	-14%	-6%	3%	2%
CN1C(=O)CS(=O)(=O)C12CCN(C(=O)c1ccccc1F)CC2	-9%	12	6%	3%	-3%	14%	i
OCc1nc(C2CCNC2)no1 (configuration not stated)	i	0	4%	8%	i	8%	0%
N#Cc1ccc(S(=O)(=O)N[C@H]2[C@H](O)[C@H](O)C[C@@H]2c2ccccc2)cc1	-13%[174 µM]	8	-2%[172 µM]	-4%[87.6 µM]	-17%[172 µM]	-1%[87.6 µM]	-5%[88.5 µM]
O=C(c1cn2cc(-c3ccccc3)sc2n1)N1CCOCC1	?	-18	/	-89%[87.6 µM]	89µM*	1%[87.6 µM]	0%[88.5 µM]
Cc1cc(O)c(C(c2ccccc2Cl)N2CCCCC2)c(=O)n1Cc1ccco1 (configuration not stated)	/	-2	/	-5%	/	3%	/
CN1CCC2(CCC1=O)CN(C(=O)c1cnn3c1CCCC3)CCN2C (configuration not stated)	-1%	-1	-4%	11%	-1%	3%	-13%
COc1ccc(C2Cn3nnc(-c4noc(/C=C/c5ccco5)n4)c3CO2)cc1 (configuration not stated)	-19%	-7	6%	3%	3%	6%	0%
COc1ccc(-c2noc([C@@H]3CCCN3C(=O)c3cc(C)cc(C)c3)n2)cc1	?	0	-14%	-11%	?	-20%	-15%
CN1CCN(C(=O)c2cn3cc(-c4cccnc4)sc3n2)CC1	i	-2	/	21%[87.6 µM]	0%[172 µM]	9%[87.6 µM]	-6%[88.5 µM]
O=C(NC[C@H]1O[C@@H]2C[C@@H](CC(=O)N3CCOCC3)O[C@@H]2[C@@H]1O)Nc1ccc(F)cc1	0%[174 µM]	2	4%[172 µM]	-6%[87.6 µM]	-20%[172 µM]	4%[87.6 µM]	-4%[88.5 µM]
CSCC(=O)N1C[C@@H](NC(=O)NC(C)C)C[C@H]1C(=O)N[C@H](Cc1c[nH]c2ccccc12)C(N)=O	-8%	-3	-6%	11%	-5%	2%	i
CCCNC(=O)N1CCCC(c2nn(C)c(=O)n2CC)C1 (configuration not stated)	i	5	-7%	-5%	15%	13%	-15%

Fetched one by one from above, six records:
SMILES	3T3 cytotox	IP6K1 inh	FLuc inh	SNCA expr inhib	HEK293 tox	HEK293 viab	GPT2 inh
O=C(NC[C@H]1O[C@@H]2C[C@@H](CC(=O)N3CCOCC3)O[C@@H]2[C@@H]1O)Nc1ccc(F)cc1	0%[174 µM]	2	4%[172 µM]	-6%[87.6 µM]	-20%[172 µM]	4%[87.6 µM]	-4%[88.5 µM]
CN1CCN(C(=O)c2cn3cc(-c4cccnc4)sc3n2)CC1	i	-2	/	21%[87.6 µM]	0%[172 µM]	9%[87.6 µM]	-6%[88.5 µM]
CCCNC(=O)N1CCCC(c2nn(C)c(=O)n2CC)C1 (configuration not stated)	i	5	-7%	-5%	15%	13%	-15%
COc1ccc(C2Cn3nnc(-c4noc(/C=C/c5ccco5)n4)c3CO2)cc1 (configuration not stated)	-19%	-7	6%	3%	3%	6%	0%
CSCC(=O)N1C[C@@H](NC(=O)NC(C)C)C[C@H]1C(=O)N[C@H](Cc1c[nH]c2ccccc12)C(N)=O	-8%	-3	-6%	11%	-5%	2%	i
COc1ccc(-c2noc([C@@H]3CCCN3C(=O)c3cc(C)cc(C)c3)n2)cc1	?	0	-14%	-11%	?	-20%	-15%

New compounds follow
SMILES	3T3 cytotox	IP6K1 inh	FLuc inh	SNCA expr inhib	HEK293 tox	HEK293 viab	GPT2 inh
C/C=C(\C)C(=O)OCC1OC(OCC2OC(OC3(CO)OC(CO)C(O)C3O)C(O)C(O)C2O)C(O)C(O)C1O (configuration not stated)	/	-1	/	/	/	-35%[23.9 µM]	i
COc1ccc(OCC(O)CN2CCC(=O)N(CC(C)(C)C)Cc3cc4c(cc32)OCO4)cc1 (configuration not stated)	?	-8	/	/	50µM*	/	/
N#Cc1ccc(O[C@@H]2CCOC[C@H]2NC(=O)NCc2ccco2)cc1	0%	-5	9%	-26%	4%	4%	-2%
Cc1ccc(C)c(N2CCN(c3ccc(NC(=O)c4cccs4)cc3C(=O)O)CC2)c1	/	-33*	/	20%	/	1%	/
COc1ccccc1CC(=O)NC1CCN(c2cc(C(F)(F)F)nc(C)n2)CC1	-29%	-7	2%	1%	-14%	0%	i
CC(C)(C)CC(=O)N1CCN(c2nc(-c3ccccc3)nc3c2CCC3)CC1	5%	9	0%	?	0%	-19%	-6%
C[C@@H]1CN(C(=O)CC2CCCC2)C[C@@]1(O)C1CC1	i	10	-6%	-11%	4%	9%	-3%
COc1ccc(CNC(=O)C2CCN(c3nccc(Nc4ccc(OC)cc4)n3)CC2)cc1	40µM*	8	/	33%	45µM*	3%[12.5 µM]	-2%
CCS(=O)(=O)Nc1ccc(-c2nc(C3CCOC3)no2)cc1 (configuration not stated)	-17%	-15	-4%	13%	-13%	-1%	0%
CCOc1ccccc1CNC(=O)C1CCCN(c2nnc(C)c3c(C)n(-c4ccccc4)nc23)C1 (configuration not stated)	/	22	/	28%	/	?	/
COc1ccc2c(c1)nc1n2[C@@H](CNCc2ccc3c(c2)OCO3)COC1	?	-1	0%[172 µM]	1%[87.6 µM]	56µM*	-8%[87.6 µM]	-38%[88.5 µM]
COCCOC1CCOC2(CCN(C(=O)NCc3ccccc3)CC2)C1 (configuration not stated)	-11%	-19	-6%	1%	-2%	-2%[12.5 µM]	i
N#Cc1cccc(C(=O)N2CCC(n3cc(-c4nc(-c5ccccc5)no4)nn3)CC2)c1	-34%	4	-26%	48%[activator]	?	-6%	i
O=C(Cn1c(=O)n(Cc2ccc(C(=O)NCc3ccc4c(c3)OCO4)cc2)c(=O)c2ccccc21)Nc1ccccc1F	/	6	/	-13%	/	-2%	/
COCCN1C(=O)N(C)C(=O)C12CCN(CCCOc1ccc(F)cc1)C2 (configuration not stated)	-36%	22	/	16%	-23%	8%	-8%

Taken from above:
For HEK293 viab, `N#Cc1cccc(C(=O)N2CCC(n3cc(-c4nc(-c5ccccc5)no4)nn3)CC2)c1` is listed with -6%
For FLuc inh, `COc1ccc2c(c1)nc1n2[C@@H](CNCc2ccc3c(c2)OCO3)COC1` is listed with 0%[172 µM]

Screening results: PubChem, National Center for Advancing Translational Sciences (NCATS)
